# H9c2 protect = modulators protecting cardiomyocytes from myocardial damage. H9c2 cardiomyocytes, H2O2 injury protection, ATPLite, 2 h. protection from H2O2 cell death, % at 20 µM. 360,000 tested, 0.63% active;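 active = compounds giving at least 50% protection of heart cells from peroxide-induced death in the single-dose screen, raw or plate-pattern-corrected value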;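 also: 0% = DMSO wells with peroxide and 100% = DMSO wells without peroxide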
# SRC2 inh = human SRC2 (NCOA2) inhibition | inhibition, % at 9 µM | 370,000 tested, 0.17% active | HEK293 GAL4-SRC2 luciferase reporter, luminescence;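 active = inhibition above the mean inhibition of all tested compounds plus 3 SD, set per campaign, cut at about 52% in these data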;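 also: 0% = DMSO treated cells and 100% = cells given Gossypol at 36 µM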
# NOD2 RIPK2 PPI = blocks binding of human NOD2 to RIPK2. CHO BLA complementation NOD2-RIPK2, CCF4 ratio. inhibition, % at 4.98 µM. 360,000 tested, 0.38% active. AID 624267; in the data active = inhibition above about 21%;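 also: 0% = vehicle only and 100% = reference blocker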
# Target sequence (O43353 whole entry, looked up): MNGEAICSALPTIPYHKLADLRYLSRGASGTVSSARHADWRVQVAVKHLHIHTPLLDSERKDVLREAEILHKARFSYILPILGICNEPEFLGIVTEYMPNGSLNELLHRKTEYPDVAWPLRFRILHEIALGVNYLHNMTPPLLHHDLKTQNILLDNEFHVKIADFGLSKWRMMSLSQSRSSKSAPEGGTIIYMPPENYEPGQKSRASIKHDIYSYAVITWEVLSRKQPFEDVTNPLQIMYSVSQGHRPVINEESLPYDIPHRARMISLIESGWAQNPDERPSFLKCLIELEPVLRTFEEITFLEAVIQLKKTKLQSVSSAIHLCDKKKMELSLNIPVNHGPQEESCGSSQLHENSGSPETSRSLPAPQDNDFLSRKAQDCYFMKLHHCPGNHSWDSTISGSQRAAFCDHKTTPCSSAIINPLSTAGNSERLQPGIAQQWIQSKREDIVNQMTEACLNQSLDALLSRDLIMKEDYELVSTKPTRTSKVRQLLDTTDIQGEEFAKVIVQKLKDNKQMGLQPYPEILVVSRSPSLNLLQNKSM
# MC4R ag barr = activates human MC4R beta-arrestin recruitment; P32245; 360,000 tested, 0.98% active; U2OS MC4R beta-arrestin complementation, luminescence; percent of melanotan II response, DMSO zero; activation, % at 8.9 µM; AID 540308;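 active = activation above a per-plate cutoff, the mean activation of sample wells on that plate plus 3 SD, cut at about 8% in these data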
# Target sequence (P32245 whole entry, looked up): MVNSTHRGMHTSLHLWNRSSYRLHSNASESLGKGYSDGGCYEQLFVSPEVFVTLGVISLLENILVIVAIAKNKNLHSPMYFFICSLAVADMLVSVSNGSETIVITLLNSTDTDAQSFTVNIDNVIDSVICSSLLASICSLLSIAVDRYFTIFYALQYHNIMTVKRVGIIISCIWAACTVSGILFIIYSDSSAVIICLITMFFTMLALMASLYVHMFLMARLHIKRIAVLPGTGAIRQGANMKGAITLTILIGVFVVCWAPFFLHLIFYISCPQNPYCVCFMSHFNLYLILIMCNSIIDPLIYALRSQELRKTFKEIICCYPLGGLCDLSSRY
# m5-HT2A agonist = agonists of mouse serotonin 5-HT2A receptor (HTR2A); 360,000 tested, 0.66% active; activation, % at 7.6 µM; AID 624169; CHO-K1 mHTR2A beta-arrestin complementation, luminescence; percent of 30 µM serotonin response;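 active = activation above a run cutoff, the mean activation of all tested compounds plus 3 SD, cut at about 14% in these data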;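 also: 0% = plate median of compound wells and 100% = 30 µM serotonin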
# TLR9-MyD88 inh = blocks human TLR9 binding to MyD88; 340,000 tested, 0.21% active; inhibition, % at 4.98 µM; Q9NR96+Q99836; CHO BLA complementation TLR9-MyD88, CCF4 FRET ratio;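 active = inhibition above the mean over all tested compounds plus 3 SD, cut at about 21% in these data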;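 also: 0% = DMSO only wells and 100% = clavulanate BLA inhibitor control wells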
# ABCB6 inh MLPCN = human ABCB6 transporter inhibition; fluorescence ratio to DMSO, % at 10 µM; K562-ABCB6 porphyrin accumulation, flow cytometry, 1 h; active compounds read low; Q9NP58; 360,000 tested, 0.19% active;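 active = fluorescence ratio to DMSO below 75%, the collection mean minus 3 SD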;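 also: signal is porphyrin accumulated inside mitochondria; 100% equals median channel fluorescence of DMSO control wells; lower ratio means ABCB6 inhibition with less porphyrin fluorescence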
# Glyco luc inh = blocks N-linked glycosylation in D54 reporter cells | D54 ERlucT glycosylation luciferase reporter, 24 h; percent of 100 nM tunicamycin response | reporter increase, % at 12.5 µM | 360,000 tested, 0.23% active | AID 588692;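 active = mean luciferase reporter signal, scaled so untreated is 0 and the glycosylation-blocking control 100, at or above a set limit in every replicate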;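 also: luciferase carries N-glycosylation sites so blocking glycosylation raises the light; 0% = median of neutral control wells and 100% = median of 100 nM tunicamycin wells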
# ABHD5 PLIN5 PPI = blocks binding of human ABHD5 to perilipin-5; Q00G26+Q8WTS1; Split G. princeps luciferase complementation, luminescence, 4 h; inhibition, % at 4 µM; 360,000 tested, 0.78% active; AID 602281;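 active = inhibition above the mean inhibition across every tested compound plus 3 SD, cut at about 22% in these data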;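 also: 0% = DMSO only wells and the 100% control is not disclosed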
# MC4R antag cAMP = human MC4R antagonism in cAMP assay | MC4R-expressing cells, MTII-stimulated cAMP, LANCE TR-FRET | inhibition, % at 6.5 µM | 360,000 tested, 0.48% active | AID 540295;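 active = inhibition above its plate's cutoff, the mean of tested wells on that plate plus 3 SD, cut at about 29% in these data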;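 also: 0% = Melanotan II alone and 100% = Melanotan II plus saturating MCL0020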
#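 Assay system: human MC4R-expressing U2OS cells; reagent: Melanotan II stimulation of cells; dosing: 6.5 µM single dose; timing: compound 30 min, challenge 1 h, detection 1 h; signal: TR-FRET cAMP assay; replicates: one well per compound, no replicates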
# * hit, by the source's call; . = not tested or not shown. An excerpt, so the mix of outcomes need not match the whole.
canonical_smiles	H9c2 protect	SRC2 inh	NOD2 RIPK2 PPI	MC4R ag barr	m5-HT2A agonist	TLR9-MyD88 inh	ABCB6 inh MLPCN	Glyco luc inh	ABHD5 PLIN5 PPI	MC4R antag cAMP
O=C(Nc1ccc(Oc2nnc(-c3ccccc3)c3ccccc23)cc1)c1ccccc1	-6.2	7.3	-2.1	-2.2	7.8	8.5	96.0	-0.3	-4.2	7.6
CC(CCc1ccccc1)NC(=O)Cc1ccc(Br)cc1 (centres undefined)	3.8	17.1	4.5	0.0	-2.5	-13.8	101.0	-0.2	1.9	1.1
COc1cccc(Nc2nc(-c3sc(N)nc3C)cs2)c1	63.2*	-25.6	-9.2	4.1	2.1	-2.8	101.0	-1.7	-25.8	16.3
O=C(N/N=C/c1cccnc1)c1cccc(Cl)c1	10.0	-85.5	9.5	-2.1	-2.3	0.7	102.0	0.3	0.2	-4.0
Cn1cccc1C(=O)NCC(c1ccco1)N1CCCCC1 (centres undefined)	5.0	-27.9	-12.7	-2.8	0.6	-10.8	101.0	1.0	0.2	-1.4
CCCCOc1ccc(OCCNC(=O)c2ccco2)cc1	-8.0	0.4	-6.0	-0.4	4.6	-2.2	95.0	-0.2	5.1	10.2
CCCCCCCCOC(=O)c1ccc(N)cc1	-7.8	2.8	-2.2	3.4	3.0	-20.4	86.0	0.3	-5.3	5.2
Cc1cc(C(=O)OCC(=O)NC2CC2)ccc1[N+](=O)[O-]	6.8	-3.5	2.2	-0.9	8.6	-9.0	97.0	-0.1	-6.5	0.6
CCCc1nc2ccccc2n1C(C(=O)NC(C)(C)C)C1CC1 (centres undefined)	.	-18.2	1.8	.	-1.2	.	.	.	3.4	.
CC(=O)c1c(C(C)=O)c(C)n(-c2ccc(C)c(NC(=O)c3ccccc3Cl)c2)c1C	-3.1	12.5	-5.1	-0.8	-3.9	-4.0	92.0	-2.3	5.2	1.5
COc1ccc(C=O)cc1COc1ccc(Cl)cc1[N+](=O)[O-]	-5.0	0.5	1.4	9.9*	-1.8	-0.8	97.0	11.8	7.4	-7.4
C/C(=N\NC(=O)c1nnn(-c2nonc2N)c1CN(C)c1ccccc1)c1cccnc1	6.4	-43.3	8.6	-0.6	-5.4	-9.9	108.0	0.5	-10.1	12.7
COc1cc(C2NC(=O)NC(C)=C2[N+](=O)[O-])cc(OC)c1OC (centres undefined)	-5.1	15.0	-2.7	-2.8	5.5	5.6	97.0	0.2	-6.6	5.9
COc1ccccc1C(=O)NNC(=O)CCC(=O)NCc1ccccc1	5.5	-13.5	-10.1	-0.8	4.0	-10.5	100.0	2.5	-1.9	-3.9
CCOC(=O)c1cccc(NC(=O)c2ccccc2C)c1	2.1	-23.2	-5.8	-1.7	7.0	10.1	97.0	-0.9	1.8	5.4
C/C(=N\NC(=O)c1nnn(-c2nonc2N)c1CSc1ccccc1)c1ccc2c(c1)OCO2	-0.2	-1.0	-5.2	-0.2	-3.6	-1.2	90.0	0.5	3.8	-3.4
CC(=O)c1cccc(NC(=S)N2CCc3ccccc32)c1	-10.0	-61.1	-8.6	0.7	1.1	-4.9	106.0	0.6	3.7	2.4
CC(NC(=O)Cn1nc(C(=O)O)c2ccccc2c1=O)C12CC3CC(CC(C3)C1)C2 (centres undefined)	21.9	15.3	-3.8	5.5	3.8	9.5	79.0	-2.1	1.2	10.4
Cc1ccc2nc(SCc3cn4cccnc4n3)[nH]c2c1	0.6	-36.5	-3.4	-2.2	-1.3	-1.6	99.0	1.6	-3.5	0.4
Cc1cc(NC(=O)COC(=O)c2ccc(OC(F)(F)F)cc2)no1	3.7	-11.7	-9.7	4.3	1.1	-1.1	101.0	-0.1	4.4	-6.3
COc1ccccc1NC(=S)NCCc1ccccc1	3.1	-10.3	0.3	-0.5	1.1	-9.2	85.0	-3.0	-6.8	3.9
CCOC(=O)CSc1nnc(CNC(=O)c2ccc(OC)cc2)n1C1CCCCC1	-5.1	1.3	-7.6	-0.5	4.0	8.4	100.0	1.5	6.2	8.7
Cc1cc(=O)oc2cc(NC(=O)CCCC(=O)O)ccc12	11.2	8.4	-0.4	-2.1	1.4	-3.2	108.0	2.5	0.6	-7.9
Cc1ccc(NC(=O)c2ccco2)c(NC(=O)c2ccccc2C)c1	5.4	-15.2	-3.6	-0.6	1.7	-7.5	100.0	1.6	-2.4	15.4
Cc1ccc(NC(=O)/C(C#N)=C/c2ccc(C)s2)c(C)c1	-3.2	-45.5	-9.9	18.2*	1.9	-11.9	193.0	4.4	6.2	9.9
CCN1C(=O)[C@@H]2[C@@H](c3ccc(-c4ccc(C(C)=O)cc4)cc3)N3CCCC[C@@]3(C(=O)OC)[C@@H]2C1=O	17.2	12.6	-3.4	-0.7	-0.8	-3.5	98.0	-5.4	-1.2	2.3
FC(F)(F)c1cc(C(F)(F)F)c2ccc(Oc3ccccc3)nc2n1	-2.8	-5.7	-2.5	5.9	1.9	-4.0	101.0	-1.2	7.6	-7.8
COc1ccc(C2=NOC(C(=O)NCc3ccccn3)C2)cc1OC (centres undefined)	7.8	7.2	3.8	-1.2	3.5	-0.5	98.0	2.5	0.1	-1.1
Cc1ccc(N(CC(=O)NCc2ccco2)C(=O)CCC(=O)Nc2ccccn2)c(C)c1	3.0	-8.0	-1.6	-0.6	5.1	-7.3	103.0	0.6	-13.0	11.5
NC(=O)C1(C(=O)O)OC1(c1ccc(Cl)cc1)c1ccccc1Cl (centres undefined)	0.8	-9.1	7.0	-1.2	4.0	-4.8	95.0	1.2	8.7	0.1
O=C(CSc1nc2ccccc2c(=O)n1-c1ccc(OC(F)F)cc1)NC1CC1	3.3	-1.0	-5.7	-1.9	-1.7	-6.0	93.0	0.1	9.0	2.2
O=C(NCc1ccc(Cl)cc1)C(=O)NCC1CCCN1S(=O)(=O)c1cccs1 (centres undefined)	-4.2	23.8	10.2	-3.6	-4.6	-0.1	101.0	-1.8	0.1	16.2
COc1ccc(C2/C(=C(\O)c3ccc4c(c3)OCCO4)C(=O)C(=O)N2c2nc(C)c(C(C)=O)s2)cc1 (centres undefined)	-3.8	-3.3	-4.5	-1.6	-1.8	-5.3	105.0	6.2	2.1	-2.2
COC(=O)C1=C(C(=O)OC)C2(OC1c1cccc(F)c1)C(=O)c1ccccc1C2=O (centres undefined)	1.9	-29.4	0.9	-1.5	1.6	-6.8	93.0	1.4	-4.3	0.7
COc1ccccc1CCNC(=O)c1cc(C2CC2)nc2c1cnn2C(C)C	-4.5	10.4	8.6	-2.2	-11.3	1.7	100.0	0.8	-0.2	0.6
CN(C(=O)COC(=O)CNC(=O)C12CC3CC(CC(C3)C1)C2)c1ccccc1	2.9	-14.7	-3.5	-2.1	-2.8	-6.2	100.0	3.8	-1.0	0.9
COC(=O)Cn1c(O)c(N=NC(=O)OC)c2ccccc21	-1.0	-0.7	-2.2	4.7	6.3	3.5	98.0	-0.2	15.8	-8.5
Cc1ccc(-n2ccc(-c3nn(-c4ccccc4)ccc3=O)n2)cc1	-4.4	27.7	-13.7	-4.6	-3.0	-3.9	96.0	-7.9	-1.7	-17.9
CNC(=O)Nc1ccccc1F	-0.5	-3.8	0.9	1.0	2.6	0.1	83.0	1.8	8.9	8.7
CCOC(=O)N1CCN(C(=O)c2cc(C)c3c(C)nn(-c4ccccc4)c3n2)CC1	-0.7	-18.9	-3.5	1.8	-0.3	0.8	112.0	-4.2	1.0	13.3
Cc1cc(C)n(CC(C)(O)c2ccccc2)n1 (centres undefined)	0.6	-3.8	0.8	-0.8	8.0	1.6	101.0	2.1	-7.4	7.9
CCCn1nc(-c2nnc(-c3ccc(C)c(C)c3)o2)c2ccccc2c1=O	0.3	.	-0.7	-1.6	2.2	0.4	97.0	-0.2	3.2	0.4
COc1cc(NC(=O)c2cc3nc(-c4ccccc4)cc(-c4ccccc4)n3n2)cc(OC)c1OC	80.1*	-29.9	-1.7	-1.3	-0.2	1.2	102.0	-2.4	-1.9	5.5
Fc1cc(Br)ccc1NC(=S)Nc1cccnc1	8.8	-19.9	3.8	-0.2	-1.9	-1.6	91.0	0.6	-5.1	3.4
Cc1cn([C@H]2C[C@H](O)[C@@H](CCC(=O)NCCc3cnc[nH]3)O2)c(=O)[nH]c1=O	1.2	-17.0	0.6	-1.0	-2.6	-4.2	101.0	3.6	-4.1	8.2
CCOc1ccccc1CNC(=O)c1cc2oc3ccccc3c2n1C	-6.9	-18.1	-8.3	-0.4	-5.9	0.8	98.0	-12.2	-1.2	2.3
COc1ccc(C(=O)N/C(=C\c2cn(C)c3ccccc23)C(=O)N2CCN(C)CC2)cc1OC	12.4	3.9	-0.1	-1.4	0.3	-4.7	103.0	3.4	-7.5	-3.9
COc1ccccc1CCC(=O)Nc1ccc2c(c1)CN(Cc1ccc(CO)o1)CC2	24.3	3.7	-11.2	-1.0	1.2	-0.7	93.0	-0.7	1.6	1.4
COc1ccc(C(C(=O)Nc2ccc(F)cc2)N2CCN(c3ccncc3)CC2)cc1 (centres undefined)	.	-40.9	-1.4	.	1.4	.	.	.	1.3	.
COCCNC(=O)C(c1ccc(C)o1)N(C(=O)Cn1nnc2ccccc21)c1ccccc1 (centres undefined)	-0.8	14.4	5.6	-0.4	0.6	-2.5	105.0	-0.3	-2.9	11.7
COC(=O)C(C)Sc1nc2c(cnn2-c2ccc(C)cc2)c(=O)[nH]1 (centres undefined)	8.5	-22.7	-1.8	-0.4	-2.8	6.4	91.0	3.3	4.7	-4.5
O=C(CSc1ncccn1)N1CCCC1	1.6	6.5	-1.6	-0.8	1.1	1.0	96.0	1.0	-4.3	2.2
O=C(NCC1(c2ccccc2)CCOCC1)c1cccs1	-4.0	3.2	-4.5	0.2	14.0	-8.2	104.0	1.5	-5.6	-1.0
N#Cc1cc([N+](=O)[O-])cnc1Nc1ccccc1	-2.3	-3.5	-10.4	0.7	-1.9	4.7	100.0	1.5	-9.3	16.3
CN(Cc1ccccc1)C(=O)c1ccc(NC(=O)Cc2cccc(NC(=O)C3CCN(C(=O)C4CC4)CC3)c2)cc1	-0.3	-4.9	-8.1	0.5	0.4	6.1	101.0	0.3	-6.9	-4.7
CC(C)c1ccccc1OCC(=O)Nc1cc(S(=O)(=O)N2CCOCC2)ccc1N1CCCC1	2.4	9.5	-3.5	-1.3	-4.3	-4.7	94.0	-5.9	12.3	2.2

# Bioassay records from PubChem.
